mIAP block – mouse IAP inhibition; purified mouse IAP, CDP-Star luminescence, 30 min; inhibition, % at 10 µM; AID 2806; 0.2% of 330,000 active;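 active = inhibition of at least 40% at 10 µM in the primary screen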;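 also: plate controls were DMSO with enzyme for no effect and no enzyme wells for full effect; values of inactives mirror those of a sister screen read the other way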
hIAP block – human IAP inhibition. inhibition, % at 10 µM. 0.12% of 330,000 active. purified IAP, CDP-Star luminescence, 30 min;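 active = inhibition reaching a set limit with compound at 10 µM in the primary screen, cut at about 35% in these data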;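 also: plate controls were DMSO wells with enzyme for no effect and no-enzyme buffer wells for full effect; values of inactives mirror those of a sister screen read the other way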
mIAP activ – mouse IAP activation; activation factor at 10 µM; 0.24% of 330,000 active; muIAP, CDP-Star luminescence, 30 min; hits give high values; 1 = vehicle-only enzyme signal, 0 = enzyme-free wells;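 active = activation factor of at least 2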; also: the source names both 10 and 20 µM as test concentration; values of inactives mirror those of a sister screen read the other way
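System: mouse IAP enzyme. Reagent: CDP-Star chemiluminescent phosphatase substrate. Benchmarks: DMSO wells, no-enzyme wells. Times: 30 min enzyme-substrate-compound incubation at room temperature. Detection: luminescence from enzymatic CDP-Star hydrolysis. Doses: test compounds delivered from DMSO solution.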
hIAP activ – human IAP activation | P09923 | purified human IAP, CDP-Star luminescence, 30 min; hits give high values; 1 = vehicle-only enzyme, 0 = enzyme-free background | activation factor at 10 µM | 0.16% of 330,000 active;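 active = activation factor of the enzyme at least 2-fold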; also: the source names both 10 and 20 µM as test concentration; values of inactives mirror those of a sister screen read the other way
ATG4B inhibitor – ATG4B (human) cysteine protease inhibition | ATG4B cleavage of LC3-PLA2, NBD-HPC fluorescence, 1 h | inhibition, % at 8.33 µM | 0.51% of 340,000 active; in the data active = inhibition above about 40%
PfG6PD inh – PfG6PD (Plasmodium falciparum) enzyme inhibition; PfGluPho enzyme, NADPH resazurin-diaphorase fluorescence; inhibition, % at 20 µM; 0.78% of 350,000 active;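 active = inhibition reaching at least a set limit at 20 µM in the primary screen, cut at about 59% in these data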;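 also: 0% = DMSO wells with substrate and 100% = DMSO wells lacking glucose-6-phosphate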
A3A deaminase – human APOBEC3A DNA deaminase inhibition | P31941 | recombinant A3A, FAM/TAMRA ssDNA deamination fluorescence | inhibition, % at 20 µM | 0.41% of 330,000 active | AID 493011;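 active = at least 40% inhibition at 20 µM here, with at most 30% in a related deaminase screen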;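 also: plate controls were A3A with DMSO for no effect and wells lacking A3A enzyme for full effect; some results filed as inactive read as strong as hits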
HKDC1 inh – inhibitors of human hexokinase HKDC1; 0.16% of 340,000 active; recombinant HKDC1, G6PDH/diaphorase resazurin coupled fluorescence; inhibition, % at 20 µM;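 active = inhibition above about 35% when tested at 20 µM, limit read from the data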;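 also: plate controls were DMSO wells with enzyme for no effect and DMSO wells lacking enzyme for full effect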
Target sequence (Q2TB90 whole entry, looked up): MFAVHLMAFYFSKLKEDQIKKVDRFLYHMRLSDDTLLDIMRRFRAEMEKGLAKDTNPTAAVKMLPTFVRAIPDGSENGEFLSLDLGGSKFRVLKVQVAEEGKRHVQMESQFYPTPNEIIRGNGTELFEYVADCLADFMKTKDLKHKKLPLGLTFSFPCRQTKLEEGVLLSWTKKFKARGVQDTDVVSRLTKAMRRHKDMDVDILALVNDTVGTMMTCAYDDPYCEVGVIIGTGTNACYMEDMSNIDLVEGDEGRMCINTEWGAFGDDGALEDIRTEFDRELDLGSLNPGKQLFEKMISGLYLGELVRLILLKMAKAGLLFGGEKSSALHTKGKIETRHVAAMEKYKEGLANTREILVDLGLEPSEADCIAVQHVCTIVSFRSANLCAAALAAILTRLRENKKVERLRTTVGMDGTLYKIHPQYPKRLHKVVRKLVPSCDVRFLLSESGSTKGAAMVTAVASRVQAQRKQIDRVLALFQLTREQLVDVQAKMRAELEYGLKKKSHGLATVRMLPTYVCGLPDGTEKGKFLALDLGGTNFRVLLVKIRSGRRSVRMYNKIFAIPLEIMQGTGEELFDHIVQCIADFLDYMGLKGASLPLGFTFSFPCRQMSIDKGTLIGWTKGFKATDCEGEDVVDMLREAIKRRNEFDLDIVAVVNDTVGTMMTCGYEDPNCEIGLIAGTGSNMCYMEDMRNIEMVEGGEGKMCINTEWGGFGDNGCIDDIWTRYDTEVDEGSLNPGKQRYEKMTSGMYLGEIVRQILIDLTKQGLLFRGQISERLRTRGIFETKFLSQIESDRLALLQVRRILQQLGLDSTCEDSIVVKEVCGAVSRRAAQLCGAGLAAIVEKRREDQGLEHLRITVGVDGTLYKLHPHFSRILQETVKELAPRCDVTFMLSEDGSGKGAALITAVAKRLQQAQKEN
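Assay system – recombinant HKDC1 (HK5) hexokinase enzyme, produced in-house · Input – HKDC1 at 5 µg/mL · Reagent – glucose plus 1 mM ATP as hexokinase substrates · Timing – 90 min reaction incubation at room temperature, dark · Measured by – G6PDH/diaphorase-coupled fluorescence, 1 mM NADP, 100 µM resazurin, 525/613 nm · Benchmarks – DMSO-enzyme wells negative, buffer-substituted wells positive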
* hit, by the source's call; nt = not tested or not shown.

SMILES	mIAP block	hIAP block	mIAP activ	hIAP activ	ATG4B inhibitor	PfG6PD inh	A3A deaminase	HKDC1 inh
COc1ccc(NC(=O)c2c(SC)nsc2SC)cc1	2	6	0.98	0.94	3	14	-3	-5
COC(=O)c1ccc(Cl)c(S(=O)(=O)N2CCCC2)c1	-1	6	1	0.94	-3	-4	1	-5
O=C(/C=C/c1cccnc1)c1cc(F)ccc1O	-6	-4	1.1	1	0	-9	4	13
COc1ccc(-n2c(C)c(C(C)=O)c(C(C)=O)c2C)cc1	11	31	0.89	0.69	6	-16	-3	8
CCC1=NNC(=O)C(CC(=O)Nc2ccccc2)c2cc(OC)c(OC)cc21 (stereo not given)	-2	5	1	0.95	25	-12	3	-4
O=C(NCCN1CCN(C(=O)c2ccc([N+](=O)[O-])cc2)CC1)C(=O)NCc1ccccc1	3	1	0.97	0.99	-1	-6	-5	-2
Cc1ccsc1/C=C1/C(=O)NN(c2ccccc2)C1=O	3	-14	0.97	1.1	-6	27	-2	-3
CSc1ccccc1NC(=O)CO/N=C(\C)c1cc2ccccc2o1	7	23	0.93	0.77	7	-5	-4	1
COc1ccc(-c2csc(NC(=O)C3CCN(c4ncnc5sc(C)c(C)c45)CC3)n2)cc1OC	-6	8	1.1	0.92	-1	-3	-3	0
CCCNC(=O)c1csc(Nc2cccc3ccccc23)n1	-5	14	1.1	0.86	3	2	-10	11
Cc1ccc2c(CC(=O)N3CCN(S(=O)(=O)c4cccs4)CC3)coc2c1	-4	-6	1	1.1	0	7	-1	-3
COc1ccccc1N1CCN(C(=O)c2c(-c3ccccc3Cl)noc2C)CC1	4	9	0.96	0.91	-11	-3	-4	-4
O=C1c2ccccc2-c2cccc(C(=O)N3CCCCC3)c21	0	6	1	0.94	5	-7	-1	1
CCCS(=O)(=O)N1CCCC(C(=O)NCCN(CC)CC)C1 (stereo not given)	-1	-9	1	1.1	-10	-7	4	-12
CCc1ccc(NC(=O)COn2nnc3ccc(S(=O)(=O)N(C)C)cc32)cc1	5	1	0.95	0.99	-27	5	2	3
OC(CNCC1CCCO1)COc1ccc(OCC(O)CNCC2CCCO2)cc1 (stereo not given)	-8	-9	1.1	1.1	-5	-13	-6	-10
CCCCCCCCCCCCS[C@H]1CS(=O)(=O)C[C@@H]1O	6	6	0.94	0.94	-15	-9	-1	3
COc1ccccc1CN(CC(=O)NCc1ccco1)C(=O)CNS(=O)(=O)c1ccc(C)cc1	5	-5	0.95	1	-3	0	-5	-5
C=CCn1c(CCNC(=O)c2cccs2)nnc1SCC(=O)Nc1cccc(C(C)=O)c1	-12	-3	1.1	1	-6	-2	2	-10
COC(=O)c1cc(NC(=O)COC(=O)C2COc3ccccc3O2)cc(C(=O)OC)c1 (stereo not given)	11	5	0.89	0.95	-12	-12	-3	2
Cc1c(Cl)c([N+](=O)[O-])nn1CCCC(=O)Nc1cccnc1	14	2	0.86	0.98	-2	-2	2	-9
CC(C)C(=O)N1CCN(c2cc(N3CCN(C)CC3)c(F)cc2[N+](=O)[O-])CC1	17	13	0.83	0.87	-15	0	0	-3
CC1(C)NC(=O)N(CCCOc2ccc(Br)cc2Cl)C1=O	10	15	0.9	0.85	5	-15	0	8
O=C(NNS(=O)(=O)c1ccc(Cl)cc1)c1cccs1	-4	7	1	0.93	-2	-16	1	-6
Cc1ccc(S(=O)(=O)Nc2ccc(=O)n(Cc3ccc(Cl)c(Cl)c3)c2)cc1	15	17	0.85	0.83	-9	-14	0	9
O=C(Oc1ccc(C(=S)N2CCOCC2)cc1)c1cc([N+](=O)[O-])cc([N+](=O)[O-])c1	1	2	0.99	0.98	-3	0	-5	0
CCCCNC(=O)CSc1nc2ccccc2c(=O)n1CC1COc2ccccc2O1 (stereo not given)	2	-2	0.98	1	-1	-14	-4	-4
O=C(Nc1ccccn1)c1ccc([N+](=O)[O-])cc1Cl	6	-4	0.94	1	-6	-8	-2	-10
CN(C)NC(=O)c1cccc(Cl)c1	-9	-8	1.1	1.1	-3	3	-2	-7
CCCOc1nc(C)cc(COC)c1C(N)=O	1	9	0.99	0.91	6	-9	4	-4
O=C(CCNS(=O)(=O)c1ccc(Br)cc1)NCc1ccco1	-2	-15	1	1.1	-4	2	-1	-4
O=C(c1ccccc1SCc1ccccc1)N1CCCCCC1	-1	3	1	0.97	9	21	1	-8
CC(=O)c1ccc(C(=O)NC2CCCN(Cc3ccc(Cl)cc3)C2)s1 (stereo not given)	11	-13	0.89	1.1	11	21	2	-9
Nc1nc(Nc2ccccc2F)nc(N2CCCC2)c1[N+](=O)[O-]	5	16	0.95	0.84	3	-14	-1	3
Cc1ccc(C(OCC(O)CN2CCCCC2CO)c2ccccc2)cc1 (stereo not given)	17	-11	0.83	1.1	-1	-10	2	0
O=C(Oc1ccccc1C(=S)N1CCOCC1)c1ccc([N+](=O)[O-])cc1[N+](=O)[O-]	-3	15	1	0.85	-10	17	-7	-3
O=C(NC1CC1)c1ccc(N2CCCCC2)c([N+](=O)[O-])c1	4	9	0.96	0.91	4	-10	-5	-3
CN(CCOc1ccc(Cl)cc1)CC(O)c1ccccc1 (stereo not given)	3	-2	0.97	1	2	-3	4	0
Cn1c(CCNS(=O)(=O)c2ccc(F)cc2)nnc1SCc1cccnc1	-2	11	1	0.89	8	-2	1	-3
CCN(Cc1cnn(C)c1)C(=O)C1CCC(=O)N(CCc2ccc(OC)cc2)C1 (stereo not given)	6	-26	0.94	1.3	21	10	-6	-1
O=C1CCC(=O)N1CN(C(=O)c1ccco1)c1ccc(Cl)c(Cl)c1	0	-6	1	1.1	-3	-10	3	3
Nc1cc(N2CCOCC2)c(Cl)cc1[N+](=O)[O-]	-3	1	1	0.99	-7	2	5	3
COc1ccc(/C=N/c2nc3ccccc3n2CCN2CCCCC2)cc1OC	11	-8	0.89	1.1	-11	-5	0	-12
O=C(Nc1ccc(Nc2ccccc2)cc1)Nc1ccccc1Cl	-14	-4	1.1	1	16	14	-6	1
COc1ncnc2sc3c(c12)CCCC3	4	14	0.96	0.86	2	5	-2	17
CC(=O)c1ccc(Nc2c([N+](=O)[O-])ccc3nonc23)cc1	3	-17	0.97	1.2	-9	9	1	7
C=CCOc1ccc(C(=O)Nc2ccc3c(c2)n(C)c(=O)n3C)cc1	2	16	0.98	0.84	-11	32	-2	-1
CC(=O)Nc1ccc(Nc2cc(C(C)C)nc3c(-c4ccccc4)c(C)nn23)cc1	2	-14	0.98	1.1	6	13	-3	3
O=C(CCSc1nnc(-c2ccc(O)cc2)o1)N1CCOCC1	-4	6	1	0.94	-7	10	-1	-14
CCOC(=O)C1=CC[C@@H](c2cc3ccc(OC)cc3n2C)N(S(=O)(=O)c2ccc(C)cc2)[C@H]1C(=O)OCC	-5	9	1	0.91	5	6	-5	-5
COC(=O)c1c(NC(=O)CCN2CCOCC2)sc2c1CCCC2	2	18	0.98	0.82	-8	22	-1	2
CCC(CC)C(=O)Nc1cccc(C(=O)Nc2ccc3c(c2)OCO3)c1	0	0	1	1	3	1	0	6
CC(C)(C)OC(=O)C[C@H]1C/C=C\C[C@H](CC(=O)N(CCO)Cc2ccccc2)C(=O)N[C@@H](c2ccccc2)COC1=O	-9	-9	1.1	1.1	24	-5	1	-5
c1ccc2c(SCc3cn4cccnc4n3)ncnc2c1	-2	1	1	0.99	1	0	-10	-8
Cc1cc(C)n(CCCNC(=O)c2ccc(S(=O)(=O)NCc3ccco3)cc2)n1	-4	-3	1	1	0	-14	1	3
Cc1ccc([N+](=O)[O-])c2c1C(N1CCCCC1)C(C)(C)O2 (stereo not given)	1	-2	0.99	1	1	0	1	-1
Clc1ccccc1-c1nnn(Cc2ccc(-c3nn[nH]n3)cc2)n1	-7	-10	1.1	1.1	5	-35	-6	8
CCNC(=O)COc1ncnc2scc(-c3ccc(F)cc3)c12	-5	-1	1	1	6	1	-1	-12
COc1cc(/C=C2\C(=N)N3N=CSC3=NC2=O)ccc1OS(=O)(=O)c1ccccc1	6	-18	0.94	1.2	4	-18	-1	3
CCOC(=O)CSc1nc(C)cc(Oc2ccc(=O)n(C)n2)n1	-17	-10	1.2	1.1	-1	-8	-7	0

Nothing new here: an excerpt of the list.
SMILES	mIAP block	hIAP block	mIAP activ	hIAP activ	ATG4B inhibitor	PfG6PD inh	A3A deaminase	HKDC1 inh
c1ccc2c(SCc3cn4cccnc4n3)ncnc2c1	-2	1	1	0.99	1	0	-10	-8
Cc1cc(C)n(CCCNC(=O)c2ccc(S(=O)(=O)NCc3ccco3)cc2)n1	-4	-3	1	1	0	-14	1	3
Cc1ccc([N+](=O)[O-])c2c1C(N1CCCCC1)C(C)(C)O2 (stereo not given)	1	-2	0.99	1	1	0	1	-1
Clc1ccccc1-c1nnn(Cc2ccc(-c3nn[nH]n3)cc2)n1	-7	-10	1.1	1.1	5	-35	-6	8
CCNC(=O)COc1ncnc2scc(-c3ccc(F)cc3)c12	-5	-1	1	1	6	1	-1	-12
COc1cc(/C=C2\C(=N)N3N=CSC3=NC2=O)ccc1OS(=O)(=O)c1ccccc1	6	-18	0.94	1.2	4	-18	-1	3
CCOC(=O)CSc1nc(C)cc(Oc2ccc(=O)n(C)n2)n1	-17	-10	1.2	1.1	-1	-8	-7	0

Carrying on.
SMILES	mIAP block	hIAP block	mIAP activ	hIAP activ	ATG4B inhibitor	PfG6PD inh	A3A deaminase	HKDC1 inh
O=c1c2ccccc2ncn1-c1ccc2c(c1)OCCO2	4	-7	0.96	1.1	-10	2	1	-11
CC(=NNC(=O)c1cccc(S(=O)(=O)N2CCOCC2)c1)c1ccccc1	10	-4	0.91	1	-2	-13	-4	0
COc1ccc(S(=O)(=O)NCCC(C)C)cc1OC	0	1	1	0.99	-12	4	0	-12
Cc1ccc(S(=O)(=O)/N=C(/c2ccccc2)N2CCOCC2)c(C)c1	4	7	0.96	0.93	13	-2	-6	6
COc1ccccc1OCC(=O)Sc1ccc(C)cc1	6	-3	0.94	1	11	-4	2	-6
Nc1ccc(-c2nc3c(Cl)c(N)ccc3[nH]2)cc1	3	-13	0.97	1.1	-4	25	0	-2
Cc1cc(C)c2[nH]c(=O)c(CN(CC3CCCO3)S(=O)(=O)c3ccc4c(c3)OCCO4)cc2c1 (stereo not given)	-11	3	1.1	0.97	-7	-8	-6	15
Cc1nc(NC(=O)c2ccccc2)sc1-c1csc(Nc2ccc(F)cc2)n1	12	9	0.88	0.91	nt	nt	-2	nt
C(#Cc1ccccc1)C[N+]1(CC#Cc2ccccc2)CCCCC1	1	-20	0.99	1.2	3	-6	-3	-7
COc1ccc(-n2c(Cc3cccs3)nnc2SCC(=O)Nc2ccc3c(c2)OCCO3)cc1	-21	-22	1.2	1.2	-12	-2	-2	6
CCOC(=O)N1CCC(N(C(=O)Nc2ccccc2)C(C)CC)CC1 (stereo not given)	8	11	0.92	0.89	-23	1	-3	-8
COc1ccc(C(=O)CCN2CCC(C)CC2)cc1	1	5	0.99	0.95	-6	9	0	-4
C=CCN1C(=O)C2(c3ccccc31)C1CCCC=C1C(C#N)=C(N)C2(C#N)C#N (stereo not given)	1	11	0.99	0.89	-9	-9	6	4
Cc1cccc(NC(=S)NNC(=O)CCn2cc(C)cn2)c1	-2	-73	1	1.7	-2	-1	-3	-7
CCc1nnc(NC(=O)CCN(c2cc(C)cc(C)c2)S(=O)(=O)c2ccc(Cl)cc2)s1	-3	8	1	0.92	-2	-16	1	-9
COc1cc(C(C)=O)ccc1OCC(=O)c1cc(C)n(C2CC2)c1C	1	-2	0.99	1	-13	-1	3	1
